Source: PubChem
VIM-2 inhibitor: inhibitors of Pseudomonas aeruginosa VIM-2 metallo-beta-lactamase; AID 1527; 290,000 tested, 0.89% active; inhibition, % at 5.6 µM; purified VIM-2, nitrocefin hydrolysis, epi-absorbance fluorescence;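 active = inhibition above the mean of all tested compounds plus 3 SD, cutoff set per screening run, cut at about 7.5% in these data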;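 also: red hydrolysis product quenches plate fluorescence so inhibitors raise well fluorescence; 0% = enzyme with DMSO and 100% = DMSO without enzyme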
HCV NS3 hel inh: blocks Hepatitis C virus NS3 helicase unwinding; AID 1800; 290,000 tested, 0.56% active; NS3 helicase DNA unwinding, Cy5 molecular beacon fluorescence; inhibition, % at 10.9 µM;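 active = inhibition above the mean of all tested compounds plus 3 SD, set per campaign, cut at about 35% in these data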;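 also: 0% = DMSO wells and 100% = thioflavine S control wells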
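Measured by: Cy5 fluorescence, 0 and 60 min reads / Assay system: NS3 helicase fragment of HCV / Control set: low DMSO, high thioflavine S at 110 µM / Times: 1 h reaction at 25 °C, ATP-initiated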
GalR3 antag: blocks the human galanin receptor 3; inhibition, % at 3 µM; 360,000 tested, 0.44% active; AID 651719; O60755; HEK293 GalR3-CNG cAMP membrane potential fluorescence; galR3 body fused to GalR1 C-terminus;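 active = inhibition above the screen-wide average plus 3 SD, cut at about 13% in these data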;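 also: forskolin and galanin both at EC90 stimulate the cells; cAMP rise reported by CNG channel membrane potential dye signal; 0% = forskolin plus galanin with DMSO and 100% = forskolin alone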
Target sequence (O60755 1-299 limits assumed): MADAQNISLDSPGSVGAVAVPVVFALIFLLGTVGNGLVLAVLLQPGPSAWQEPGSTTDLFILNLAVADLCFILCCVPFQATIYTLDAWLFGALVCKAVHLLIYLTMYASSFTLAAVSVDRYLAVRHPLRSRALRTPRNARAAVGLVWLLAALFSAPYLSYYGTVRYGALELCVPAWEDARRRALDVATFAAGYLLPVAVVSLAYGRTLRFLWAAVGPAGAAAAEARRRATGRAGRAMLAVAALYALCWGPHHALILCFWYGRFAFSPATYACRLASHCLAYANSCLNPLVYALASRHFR
GPR7 antag: human neuropeptides B/W receptor 1 antagonism. P48145. inhibition, % at 4.4 µM. AID 1861. 290,000 tested, 1.1% active. GPR7-expressing cells, fluorescence antagonist assay; in the data active = inhibition above about 16%, passing the limit was not always enough;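 also: cells stimulated with the agonist NPW; 0% = agonist with vehicle and 100% = vehicle without agonist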
Target sequence (P48145 whole entry, looked up): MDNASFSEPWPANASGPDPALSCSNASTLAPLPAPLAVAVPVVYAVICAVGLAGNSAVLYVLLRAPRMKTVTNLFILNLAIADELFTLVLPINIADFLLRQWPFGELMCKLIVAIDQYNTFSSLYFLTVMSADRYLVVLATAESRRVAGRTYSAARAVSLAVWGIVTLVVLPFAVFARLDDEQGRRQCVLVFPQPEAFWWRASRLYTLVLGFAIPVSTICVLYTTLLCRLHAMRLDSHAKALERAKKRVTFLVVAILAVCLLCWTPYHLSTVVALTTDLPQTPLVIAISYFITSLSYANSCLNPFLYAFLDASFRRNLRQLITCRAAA
IMP-1 inhibitor: blocks Pseudomonas aeruginosa IMP-1 metallo-beta-lactamase; purified IMP-1, nitrocefin hydrolysis, epi-absorbance fluorescence; 290,000 tested, 0.45% active; inhibition, % at 5.6 µM;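 active = inhibition above the mean plus 3 SD of all compounds in the same screening run, cut at about 4.5% in these data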;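 also: 0% = IMP-1 with DMSO and 100% = DMSO wells lacking enzyme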
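System: purified IMP-1; amount: IMP-1 0.2 nM before substrate addition; compound: single dose, 5.6 µM; times: 25 °C, 15 min preincubation, 25 min reaction; signal: Epi-absorbance via hydrolysed-nitrocefin quenching of white-plate fluorescence, 480/530 nm, EDTA stop; benchmarks: DMSO with and without IMP-1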
FID counter: displaces DNA intercalator in HCV helicase counter-screen; DNA fluorescent intercalator displacement, fluorescence; inhibition, % at 7.9 µM; 290,000 tested, 0.17% active; AID 1845; in the data active = inhibition above about 37%;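 also: 0% = vehicle and 100% = reference compound; higher means more ethidium bromide displaced from hairpin DNA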
V1R ag counter: V1a receptor agonism, counter-screen for OXTR agonists; CHO-V1R cells, Fluo-8 calcium fluorescence, agonist mode; 0% DMSO, 100% 3 nM vasopressin; activation, % at 3 µM; 320,000 tested, 0.25% active;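 active = activation above the mean activation of all tested compounds plus 3 SD, per screening run, cut at about 20% in these data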;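 also: signal is peak over basal fluorescence ratio across a 100 second FLIPR read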
PHOSPHO1 inh: PHOSPHO1 (human) inhibition. Q8TCT1. recombinant PHOSPHO1, absorbance phosphatase assay. inhibition, % at 13.3 µM. 290,000 tested, 1.1% active; in the data active = inhibition above about 60%
OXTR agonist: human OXTR agonism; activation, % at 3 µM; AID 2435; CHO-OTR cells, Fluo-8 calcium fluorescence; normalized: DMSO 0%, oxytocin 100%; P30559; 320,000 tested, 0.32% active;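 active = activation above the mean of all tested compounds plus 3 SD, cutoff set per screening run, cut at about 20% in these data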;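 also: peak over basal fluorescence ratio from a 100 s FLIPR kinetic read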
Target sequence (P30559 whole entry, looked up): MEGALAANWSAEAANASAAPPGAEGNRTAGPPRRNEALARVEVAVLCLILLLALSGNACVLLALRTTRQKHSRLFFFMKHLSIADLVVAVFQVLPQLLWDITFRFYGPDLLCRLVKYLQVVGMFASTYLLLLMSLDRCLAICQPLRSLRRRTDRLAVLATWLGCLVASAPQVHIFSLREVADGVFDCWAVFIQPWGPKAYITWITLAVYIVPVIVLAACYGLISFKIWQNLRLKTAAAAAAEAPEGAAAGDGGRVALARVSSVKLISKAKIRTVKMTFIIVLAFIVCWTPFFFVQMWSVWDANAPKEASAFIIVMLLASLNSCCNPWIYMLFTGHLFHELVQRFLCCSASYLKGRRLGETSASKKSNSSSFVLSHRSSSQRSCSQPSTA
Numbers without * were called inactive; . = no result given.

A first look:
canonical_smiles,VIM-2 inhibitor,HCV NS3 hel inh,GalR3 antag,GPR7 antag,IMP-1 inhibitor,FID counter,V1R ag counter,PHOSPHO1 inh,OXTR agonist
CCOCCCNC(=O)C(NC(=O)c1ccc2c(c1)OCO2)c1ccccc1 (stereo unspecified),1.9,11,-1,9,0.9,-12,1.3,16,-0.3
O=P(c1ccccc1)(c1ccccc1)c1cc(S(=O)(=O)O)ccc1O,-2.8,5,-6,-1,-1.9,-6,.,11,.
Nc1nonc1C(=O)NCCNC(=O)c1ccc(Cl)cc1,0.1,-3,-7,-3,-2.6,-3,0.7,-18,0.6
COc1ccc(-c2ccccc2)cc1NCc1ccc(OC)c(OC)c1,-3.1,-13,-3,1,0.4,-16,0.1,-43,-1.6
COC(=O)C1=C(C)N=C2SCCC(=O)N2C1c1ccc(OC(=O)c2ccco2)cc1 (stereo unspecified),-8.1,2,0,9,-3.7,-23,.,-13,.
COC(=O)c1ccccc1C(=O)N1CCCC(CNC(=O)c2ccc(F)cc2)C1 (stereo unspecified),-1.3,8,-5,-7,-3.3,-5,-1.1,-20,0.1
CC1CCN(Cc2c(C(=O)N/N=C/c3ccc(C(C)C)cc3)nnn2-c2nonc2N)CC1,0.2,-29,-12,-6,-1.5,-17,-0.1,12,0.1
CCCc1nnc(NC(=O)CN2C(=O)c3ccccc3S2(=O)=O)s1,-2.0,-6,1,-9,-5.1,-5,4.2,20,-0.3

Main list, from the start:
canonical_smiles,VIM-2 inhibitor,HCV NS3 hel inh,GalR3 antag,GPR7 antag,IMP-1 inhibitor,FID counter,V1R ag counter,PHOSPHO1 inh,OXTR agonist
CCOCCCNC(=O)C(NC(=O)c1ccc2c(c1)OCO2)c1ccccc1 (stereo unspecified),1.9,11,-1,9,0.9,-12,1.3,16,-0.3
O=P(c1ccccc1)(c1ccccc1)c1cc(S(=O)(=O)O)ccc1O,-2.8,5,-6,-1,-1.9,-6,.,11,.
Nc1nonc1C(=O)NCCNC(=O)c1ccc(Cl)cc1,0.1,-3,-7,-3,-2.6,-3,0.7,-18,0.6
COc1ccc(-c2ccccc2)cc1NCc1ccc(OC)c(OC)c1,-3.1,-13,-3,1,0.4,-16,0.1,-43,-1.6
COC(=O)C1=C(C)N=C2SCCC(=O)N2C1c1ccc(OC(=O)c2ccco2)cc1 (stereo unspecified),-8.1,2,0,9,-3.7,-23,.,-13,.
COC(=O)c1ccccc1C(=O)N1CCCC(CNC(=O)c2ccc(F)cc2)C1 (stereo unspecified),-1.3,8,-5,-7,-3.3,-5,-1.1,-20,0.1
CC1CCN(Cc2c(C(=O)N/N=C/c3ccc(C(C)C)cc3)nnn2-c2nonc2N)CC1,0.2,-29,-12,-6,-1.5,-17,-0.1,12,0.1
CCCc1nnc(NC(=O)CN2C(=O)c3ccccc3S2(=O)=O)s1,-2.0,-6,1,-9,-5.1,-5,4.2,20,-0.3
CC(C)(C)c1nnc2sc(SCC(=O)c3ccc4c(c3)OCCO4)nn2c1=O,-2.6,7,-4,-8,-3.5,-3,0.4,24,0.1
Cc1cccc([C@@H]2[C@@H]3C(=O)N(Cc4ccccc4)C(=O)[C@@H]3[C@]3(Cc4ccc(Cl)cc4)C(=O)N(c4ccccc4)C(=O)N23)c1,-2.1,-22,-4,6,-2.5,-4,-0.3,20,-0.3
Cc1nc2ccc(Br)cn2c1C(=O)N/N=C\c1ccc(C(C)C)cc1,-1.3,1,-6,-9,-2.8,-9,-1.1,19,1.0
CCOC(=O)N1CCN(c2cc(NCCO)c([N+](=O)[O-])c3nonc23)CC1,-1.3,2,-4,-9,-3.1,4,0.5,33,1.1
CC(O)CNCc1ccccc1C(F)(F)F (stereo unspecified),-1.5,-2,2,-12,-1.7,3,0.6,41,2.3
CCS(=O)(=O)n1nc(NCc2cccc(OC)c2)nc1NCc1cccc(OC)c1,-1.6,-7,6,-1,-1.7,-30,1.5,-8,1.9
COc1ccc(OCC(=O)Nc2cc(NC(=O)c3ccco3)ccc2OC)cc1,-3.9,1,-9,-7,-5.2,-26,-0.6,.,-2.2
Cc1c(C(=O)C(=O)N2CCN(Cc3ccc4c(c3)OCO4)CC2)c2ccccc2n1C,-1.4,-6,-1,-2,-7.5,-31,1.6,17,-0.2
C/C(CC(=O)NCc1ccccc1)=N\NC(=O)c1cnccn1,-2.9,0,-3,-2,0.9,-8,-0.5,1,1.0
O=C(CSc1nc2ccccc2o1)N/N=C/c1ccccc1,-4.3,3,-1,-15,-2.6,-6,0.0,-4,-0.5
O=C1C2C(c3ccccc3)CC=CC2[C@H](c2ccc3ccccc3c2)N1Cc1ccccc1 (stereo partly specified),.,.,-6,.,.,.,0.6,26,-0.4
O=C(CC(Nc1ccc(F)cc1)C(=O)O)c1ccccc1 (stereo unspecified),-3.6,17,-4,-16,-2.3,-2,1.1,12,-0.5
Cc1nnc(SCC(=O)NCc2ccccc2)s1,-1.4,1,0,-4,-1.9,2,0.2,16,0.6
COc1ccc(N2C(=O)CC(N3CCN(c4nc5ccccc5s4)CC3)C2=O)cc1 (stereo unspecified),-1.4,1,-1,-7,-0.5,-27,6.4,-23,4.5
CN(C)S(=O)(=O)c1ccc(NCC2COc3ccccc3O2)c([N+](=O)[O-])c1 (stereo unspecified),-4.3,-1,-4,-4,-5.0,3,3.5,-9,2.4
NC(=O)c1ccc(Nc2nnc(-c3ccc(O)cc3)c3ccccc23)cc1,1.7,5,-1,12,-2.5,-20,1.7,1,0.3
COc1ccc(CNS(=O)(=O)c2cc3c4c(c2)C(C)C(=O)N4CCC3)cc1 (stereo unspecified),-2.3,3,-1,-14,-2.5,-21,-0.1,34,-0.6
CCOC(=O)c1cnc2c(c(C)nn2C)c1Oc1ccc(OC)cc1,-1.7,-8,0,-11,-2.1,-30,-1.1,23,-3.2
COCCCN1C(=O)/C(=C\c2cccs2)C(C(=O)OC)=C1C,-1.6,8,0,-3,-0.1,-15,-1.1,-3,-1.6
O=C(CSc1nc2ccccc2nc1N1CCOCC1)Nc1ccccc1F,-2.6,-14,.,5,-1.8,-37,-1.7,25,-2.5
CC(=O)NCCC(=O)Nc1cc(S(=O)(=O)Nc2ccc(Cl)cc2)ccc1N1CCCC1,0.7,-3,-13,-9,-1.4,-26,1.6,-21,0.1
COc1ccccc1N1CC=C(c2cccc([N+](=O)[O-])c2)NC1=O,-0.6,-6,-8,-12,-2.9,-2,-1.6,16,0.0
CCOC(=O)c1c(NC(=O)c2ccc(Cl)cc2)csc1C,-3.1,-4,2,-13,-1.7,-4,-1.4,17,-2.1
Cc1ccc(C2C3=C(CCCC3=O)Nc3c2c(C)nn3-c2ccccn2)o1 (stereo unspecified),-1.7,2,.,1,-2.4,-3,-0.3,2,-0.8
Cc1ccccc1-c1cc(C(=O)N/N=C/c2cccnc2)c2ccccc2n1,-5.3,23,-3,-7,-1.9,-35,.,66*,.
CCOc1ccc(C2C(C(=O)c3ccco3)=C(O)C(=O)N2CCN2CCOCC2)cc1OCC (stereo unspecified),-4.1,6,2,-7,-1.3,-20,0.6,24,0.6
Cc1ccc(-c2csc3ncn(CC(=O)OC(C)C)c(=O)c23)cc1,-1.6,-4,-3,-25,-2.2,-23,0.9,.,-0.8
CCOC(=O)c1ccc(NC(=O)CSc2nnc(COc3ccccc3OC)n2C)cc1,-3.2,4,-7,-2,-2.7,-9,0.6,6,-0.5
CCOC(=O)C1CCN(c2ncnc3c2oc2ccccc23)CC1,0.6,-8,3,-2,-3.2,-24,6.8,-9,11
Nc1cnc(-c2ccccc2)nc1Cl,-1.8,0,-3,-1,-3.1,-9,1.7,-2,1.9
O=C(Cc1ccccc1)Nn1c(-c2ccccc2F)nc2ccccc2c1=O,-3.4,4,0,-3,-2.6,-7,-0.1,2,-0.8
Cc1ccc(C)c(NC(=S)N(C)CCc2ccccn2)c1,-2.6,-6,-1,-8,-1.5,-3,-0.1,-11,-0.2
O=c1oc(-c2ccc([N+](=O)[O-])cc2)nc2ccccc12,-2.6,10,-1,6,-2.1,-11,-1.0,28,-0.8
COc1cc(NC(=O)C2CCCN2S(=O)(=O)c2ccc3c(c2)CCC(=O)N3)cc(OC)c1 (stereo unspecified),-2.6,-2,2,-11,-3.9,-13,-1.2,-13,-1.7
C=CCC(=O)OCC(=O)Nc1ccc(Cl)cn1,-4.0,-2,10,-6,-2.7,0,1.5,-9,0.2
CCC(Sc1nc(=O)cc(N)n1CCc1ccccc1)C(=O)Nc1cc(C)on1 (stereo unspecified),-1.5,-7,.,-6,-3.2,-17,0.9,22,1.4
COc1ccc(CN2CCC(CO)(Cc3cccc(C(F)(F)F)c3)CC2)cc1Cn1cccn1,-3.3,-69,16*,12,-1.5,20,9.0,8,13
CCOC(=O)c1nnn(CC(=O)N2N=C(c3ccc(Cl)cc3)CC2c2ccccc2)c1C(=O)OCC (stereo unspecified),-4.2,1,-6,8,-9.2,-9,-0.4,15,-1.5
CN1CCCN(Cc2ccc(Cl)cc2Cl)CC1,-2.5,3,-2,0,-0.7,10,0.0,24,3.8
CCc1ccc(-n2c(=S)sc3c(=O)n(-c4ccccc4)c(SCC(=O)O)nc32)cc1,-0.5,5,-7,0,-4.3,-19,1.1,38,0.7
CN(C)c1nc(Oc2ccc(=O)n(C)n2)nc(N2CCOCC2)n1,0.6,1,-3,-4,-2.2,-1,0.6,4,0.8
O=C1Nc2ccc(S(=O)(=O)N3CCCC3C(=O)O)c3cccc1c23 (stereo unspecified),1.9,-3,-2,-4,-3.7,1,0.8,-2,0.7

Continuation:
canonical_smiles,VIM-2 inhibitor,HCV NS3 hel inh,GalR3 antag,GPR7 antag,IMP-1 inhibitor,FID counter,V1R ag counter,PHOSPHO1 inh,OXTR agonist
CC(C)(C)c1ccc(OCC(=O)NNC(=O)C2CCCO2)cc1 (stereo unspecified),-3.0,0,-5,-4,-4.7,-1,1.2,-8,0.5
CCOC(=O)c1cnc(SC2CC(=O)N(c3ccc(OC)c(OC)c3)C2=O)nc1N (stereo unspecified),-3.1,-3,-1,-10,-4.1,-17,-1.0,4,-0.4
COc1ccc(/C=C/C(=O)NCCCc2ccccc2)cc1,-3.4,-5,-4,0,-3.4,-24,0.0,1,-2.1
Cc1nn(-c2ccccc2)c(=O)c2ccccc12,-3.0,8,2,-1,-1.5,4,-0.9,4,-1.2
CCOC(=O)Cc1cc(-c2ccc(O)cc2)nc2ccc3ccccc3c12,-0.2,-5,-3,-13,-3.1,-4,0.2,28,1.0
CCOc1ccc(-n2c(O)cc(=O)[nH]c2=O)cc1,-2.9,3,0,-4,-2.2,-16,0.2,3,0.0
COC(=O)c1sccc1-c1ccc(/C=N/OC(=O)c2ccccc2)o1,-1.2,10,-7,-1,-2.0,1,-0.8,32,-1.0
